3CLpro inhibitor = SARS-CoV 3CLpro protease inhibition. AID 1706. recombinant SARS-CoV 3CLpro, quenched FRET peptide cleavage. inhibition, % at 6 µM. 290,000 compounds, 0.14% hits. P0C6X7; in the data active means inhibition above about 12%
PriA SSB inh = K. pneumoniae PriA-SSBct interaction inhibition; AlphaScreen SSBct-PriA binding, biotinylated peptide; inhibition, % at 33 µM; 430,000 compounds, 0.6% hits; AID 1272365; in the data active means inhibition mostly above about 37%, no sharp cut-off; inactive means mostly below about 20%;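 further: plate controls were negative control peptide for no effect and reference peptide for full effect; strong numbers were not always called active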
PrPC TRFRET = cell surface PrPC inhibition, primary TR-FRET screen | 370,000 compounds, 0.43% hits | P04156 | inhibition, % at 13.8 µM | TR-FRET read-out; in the data active means inhibition above about 24%; further: 0% = median of the test wells and 100% = reference compound wells
Yp Topo-I inh = Y. pestis Topo-I inhibition via cleavage products | Y. pestis Topo-I cleavage product accumulation, plate reader | activity, % at 10 µM | 360,000 compounds, 0.064% hits; in the data active means activity above about 50%, passing the limit was not always enough; inconclusive means no clear call, values can overlap the other calls; further: inactives centre near 2
TcdB GH inh = blocks C. difficile toxin B glycohydrolase activity. AID 652162. TcdB glycohydrolase enzymatic assay, plate reader. P18177. inhibition, % at 9.99 µM. 350,000 compounds, 0.24% hits; in the data active means inhibition above about 10%
Target sequence (P18177 whole entry, looked up): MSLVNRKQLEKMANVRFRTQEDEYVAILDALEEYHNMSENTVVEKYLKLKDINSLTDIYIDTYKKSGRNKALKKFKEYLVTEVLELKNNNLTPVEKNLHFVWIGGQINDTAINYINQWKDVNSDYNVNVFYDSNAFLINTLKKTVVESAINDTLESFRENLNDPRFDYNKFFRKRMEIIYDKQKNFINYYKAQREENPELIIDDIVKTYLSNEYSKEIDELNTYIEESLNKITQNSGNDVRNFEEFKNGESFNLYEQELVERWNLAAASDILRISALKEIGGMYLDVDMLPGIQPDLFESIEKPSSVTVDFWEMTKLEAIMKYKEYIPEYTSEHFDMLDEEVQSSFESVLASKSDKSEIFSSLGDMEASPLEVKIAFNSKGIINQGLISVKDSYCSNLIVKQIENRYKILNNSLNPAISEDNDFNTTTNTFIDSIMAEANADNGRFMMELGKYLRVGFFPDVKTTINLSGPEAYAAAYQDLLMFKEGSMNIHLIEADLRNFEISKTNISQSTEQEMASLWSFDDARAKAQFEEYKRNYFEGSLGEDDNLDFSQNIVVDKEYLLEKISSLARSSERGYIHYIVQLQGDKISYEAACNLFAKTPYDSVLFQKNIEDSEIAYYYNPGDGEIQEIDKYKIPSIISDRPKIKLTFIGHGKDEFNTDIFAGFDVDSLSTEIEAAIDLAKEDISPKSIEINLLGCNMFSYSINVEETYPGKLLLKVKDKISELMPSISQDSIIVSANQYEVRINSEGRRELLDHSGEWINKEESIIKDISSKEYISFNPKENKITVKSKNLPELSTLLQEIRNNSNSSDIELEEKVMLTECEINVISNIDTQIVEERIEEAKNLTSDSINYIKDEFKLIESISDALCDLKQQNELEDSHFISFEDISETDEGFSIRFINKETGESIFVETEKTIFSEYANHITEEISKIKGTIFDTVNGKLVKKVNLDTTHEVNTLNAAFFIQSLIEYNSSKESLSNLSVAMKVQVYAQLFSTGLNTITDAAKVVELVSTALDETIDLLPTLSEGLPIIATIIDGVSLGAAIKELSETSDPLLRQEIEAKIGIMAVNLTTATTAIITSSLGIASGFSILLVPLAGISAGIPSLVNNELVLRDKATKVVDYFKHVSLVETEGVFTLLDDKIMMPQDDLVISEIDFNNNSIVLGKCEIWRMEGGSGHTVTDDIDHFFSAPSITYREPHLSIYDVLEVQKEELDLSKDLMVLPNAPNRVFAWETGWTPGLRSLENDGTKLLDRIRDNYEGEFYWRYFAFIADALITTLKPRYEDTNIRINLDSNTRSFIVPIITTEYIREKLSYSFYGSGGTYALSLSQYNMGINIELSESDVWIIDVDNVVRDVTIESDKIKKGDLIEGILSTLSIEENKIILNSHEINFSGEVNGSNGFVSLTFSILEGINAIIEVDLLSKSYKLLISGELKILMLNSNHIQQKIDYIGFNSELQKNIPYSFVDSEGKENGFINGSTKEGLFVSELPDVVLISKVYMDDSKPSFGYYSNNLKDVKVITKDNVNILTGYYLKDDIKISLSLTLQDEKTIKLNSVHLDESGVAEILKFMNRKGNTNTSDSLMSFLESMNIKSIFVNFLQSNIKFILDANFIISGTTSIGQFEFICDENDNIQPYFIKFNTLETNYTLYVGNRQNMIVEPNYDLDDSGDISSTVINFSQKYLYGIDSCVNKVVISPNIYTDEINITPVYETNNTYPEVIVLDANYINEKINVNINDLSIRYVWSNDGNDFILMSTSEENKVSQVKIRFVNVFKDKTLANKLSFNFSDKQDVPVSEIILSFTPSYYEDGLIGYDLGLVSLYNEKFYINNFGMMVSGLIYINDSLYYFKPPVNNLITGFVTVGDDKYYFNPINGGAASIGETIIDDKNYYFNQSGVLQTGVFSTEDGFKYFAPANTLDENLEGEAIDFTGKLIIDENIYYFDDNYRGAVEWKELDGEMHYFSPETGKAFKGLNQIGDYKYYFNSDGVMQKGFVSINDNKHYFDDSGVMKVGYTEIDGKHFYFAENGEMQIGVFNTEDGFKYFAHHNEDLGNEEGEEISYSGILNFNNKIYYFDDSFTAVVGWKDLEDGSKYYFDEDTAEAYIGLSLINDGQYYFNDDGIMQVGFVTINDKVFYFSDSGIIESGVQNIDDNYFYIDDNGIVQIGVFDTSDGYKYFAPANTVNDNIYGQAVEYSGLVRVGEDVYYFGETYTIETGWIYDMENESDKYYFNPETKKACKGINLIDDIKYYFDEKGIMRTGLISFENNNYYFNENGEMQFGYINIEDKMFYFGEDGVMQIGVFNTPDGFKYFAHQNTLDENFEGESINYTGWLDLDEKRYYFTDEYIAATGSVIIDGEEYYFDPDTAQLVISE
BoNT A protease = BoNT A light chain protease inhibition; 360,000 compounds, 0.17% hits; AID 588499; multiplex microsphere protease substrate cleavage, flow cytometry; inhibition, % at 10 µM; further: plate controls were buffer without enzyme for full effect and enzyme alone for no effect
PfHsp40 yeast = restores yeast growth despite PfHsp40 toxicity | S. cerevisiae expressing PfHsp40, growth rescue, ATP luminescence | 340,000 compounds, 0.68% hits | growth rescue, % at 12.5 µM; in the data active means growth rescue above about 28%, passing the limit was not always enough; inconclusive means no clear call, values can overlap the other calls;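 further: yeast W303a lacking pdr1 and pdr3 grown in galactose medium; growth measured after three days at 30 °C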
Anthrax LF prot = inhibitors of Bacillus anthracis lethal factor protease | P15917 | multiplex microsphere protease cleavage assay, LF | inhibition, % at 10 µM | 360,000 compounds, 0.12% hits | AID 588501; further: plate controls were buffer without enzyme for full effect and enzyme alone for no effect
BH1578 lux ind = induces V. cholerae light production without autoinducers. V. cholerae BH1578 lux reporter, luminescence, 6 h. activation, % at 18.7 µM. 350,000 compounds, 0.16% hits. AID 588436; in the data active means activation mostly above about 9.7%, no sharp cut-off; inconclusive means no clear call, values can overlap the other calls; inactive means mostly below about 3.7%; further: not every result past the cut was called active; inactives centre near 0; reference of the scale not given here
Starred values were filed as active, the others as inactive; i = inactive; ? = inconclusive; · = not tested or not shown; & = joins results of further samples. Unless noted, no stated cut-off is given here; in the data, active means inhibition above about 30%; inconclusive means no clear call, values can overlap the other calls; inactive means below that. This is a subset, so the mix of outcomes need not match the whole.

SMILES	3CLpro inhibitor	PriA SSB inh	PrPC TRFRET	Yp Topo-I inh	TcdB GH inh	BoNT A protease	PfHsp40 yeast	Anthrax LF prot	BH1578 lux ind
COc1ccc(NC(=O)c2ccccc2)cc1NS(=O)(=O)c1ccc(F)cc1	3	-10	4	0	·	-0.5	0.5	-4	-0.6
CCN(C(=O)CN1C(=O)S/C(=C\c2ccccc2OC)C1=O)C1CCS(=O)(=O)C1 (stereo not drawn)	0	5	-13	-10	-0.9	-2.6	-0.7	0	0.5
CN(C(=O)COC(=O)c1cccs1)c1ccccc1	·	·	-1	3	0.5	0.1	·	-2	i
CCNC(=O)NC(=O)C(C)Oc1ccc(C(=O)OC)cc1 (stereo not drawn)	-2	-3	-8	3	·	0.4	0.3	-6	i
CCOC(=O)Nc1ccc(C(=O)/C=C/c2ccccc2)cc1	2	-3	5	3	1.8	-0.8	-1.8	3	-0.3
CCC(=O)Nc1cccc(NC(=O)CSc2nnnn2C2CCCC2)c1	-2	-11	-2	7	·	-0.5	1.0	3	5.0
CCOC(=O)c1sc(NC(=O)C2C3C=CC(C3)C2C(=O)O)nc1C (stereo not drawn)	7	-22	2	-7	1.6	-0.2	7.6	0	2.7
Cc1cc(NC(=O)CSc2nc3ccccc3n2CC(C)C)no1	3	-6	2	16	-0.2	-0.7	-0.9	-5	-0.3
CCOC(=O)c1c(C)[nH]c(C(=O)OC(C)C(=O)Nc2ccc(C)cc2)c1C (stereo not drawn)	·	·	-5	1	0.8	0.2	·	4	-0.7
CN(Cc1ccccc1)C(=O)CCC1CCN(C(=O)CC2=CCCCC2)CC1	5	0	8	24	-0.3	0.9	-0.4	-2	i
CN(CC(=O)Nc1cccc(F)c1)C(=O)c1csc2c1CCCC2	·	4	-1	8	-0.7	0.3	0.1	-1	-0.7
CC(C)c1nnc(NC(=O)CSc2nnc(-c3ccco3)o2)s1	-1	-7	9	2	1.9	-0.5	0.8	-7	i
O=S(=O)(c1ccc(-n2cnnn2)cc1)N1CCN(c2ccccc2F)CC1	0	7	-3	5	2.2	2.1	0.5	-1	i
CC(C)c1c(C(=O)N/N=C2\CCc3ccccc32)nnn1-c1nonc1N	-1	·	3	0	0.9	-0.6	0.2	-1	-0.3
C/C(=C\c1ccco1)C1C(C#N)=C(N)Oc2n[nH]c(-c3ccc(C)cc3)c21 (stereo not drawn)	3	7	-2	1	0.4	0.2	-0.7	-1	i
O=C(OCc1c(F)cccc1Cl)c1cnc(Cl)c(Cl)c1	2	-21	6	1	5.5	1.2	1.7	0	i
CN(C(=O)c1cccc(NC(=O)Cc2ccc(NC(=O)C3CCN(C(=O)c4ccccc4)CC3)cc2)c1)C1CCC1	·	-11	2	13	1.0	-0.4	0.4	-6	i
Cc1cc(=O)oc2cc(OCC(=O)NCCc3c[nH]c4ccc(F)cc34)ccc12	2	-2	-4	?	-1.7	1.6	0.9	-2	-0.7
CCOC(=O)N1CCN(C(=O)CSC2=NS(=O)(=O)c3cc(F)ccc3N2)CC1	·	0	-2	6	1.2	-2.6	-0.4	-2	0.7
CC(NC(=O)CN1CCN(c2ccccc2F)CC1)c1ccccc1 (stereo not drawn)	1	-13	-6	-1	2.3	-3.5	0.0	4	27
CCN1CCN(C(=O)COc2ccc(S(=O)(=O)N(C)Cc3ccccc3)cc2)CC1	-1	-4	4	12	·	5.6	-1.6	-1	i
CCOc1ccc(NC(=O)/C(C#N)=C/c2ccc(N3CCCC3)c(C)c2)cc1	6	-6	-8	-1	·	0.9	-0.7	-1	-0.4
COc1ccc(/C=C(/NC(=O)/C=C/c2ccccc2)C(=O)NCCCCCC(=O)O)cc1	3	-4	3	1	-1.0	-1.0	1.4	-7	0.5
O=C(COC(=O)c1ccc([N+](=O)[O-])s1)Nc1ccccc1	-2	-2	-21	-3	·	1.7	-7.6	1	-0.3
COc1cc(C)c(Cl)c(C)c1S(=O)(=O)NCc1ccc2c(c1)OCO2	-1	-13	-3	17	·	-0.1	1.3	-2	i

Following part
SMILES	3CLpro inhibitor	PriA SSB inh	PrPC TRFRET	Yp Topo-I inh	TcdB GH inh	BoNT A protease	PfHsp40 yeast	Anthrax LF prot	BH1578 lux ind
COc1ccc2nc(C)cc(N/N=C/c3ccccc3)c2c1	·	·	·	-35	·	0.3	-0.2	-1	0.8
CN(C)C(CNc1ccc(C(N)=O)cc1[N+](=O)[O-])c1ccccc1 (stereo not drawn)	-9	2	-43	7	-0.5	1.0	-0.3	1	-0.4
CC(C)c1ccc(C(=O)NN2CCOCC2)cc1	0	-15	5	6	0.2	-1.2	0.6	2	-1.7
CCOc1ccc(NC(=O)CCC(=O)N/N=C/c2ccc3c(c2)OCO3)cc1	1	·	7	-6	0.9	-0.6	-0.7	-2	-0.1
Cc1cccc(NC(=O)CCN2CCCCC2)c1	-2	-5	5	-1	0.9	-3.2	-0.6	-13	-0.6
CN(C)c1ccc(P(=O)(Nc2ccc([N+](=O)[O-])cc2)N2CCOCC2)c(NC(=O)c2cccs2)c1 (stereo not drawn)	-1	-8	0	3	1.4	1.5	-0.7	-1	-0.3
Cc1ccccc1NC(=O)CN1C(=O)N/C(=C\c2ccc(N3CCOCC3)c(F)c2)C1=O	1	-1	-9	1	0.0	-0.8	0.7	-8	i
CCCCN(CCCC)NC(=O)c1ccccc1	-1	-8	2	2	0.4	-2.7	0.5	4	-0.3
O=C(N/N=C/c1cc([N+](=O)[O-])ccc1O)c1cccc(N2CCCC2=O)c1	-3	·	-4	-4	0.6	2.6	0.5	-2	-0.2
COc1ccccc1CC1/C(=N/O)C2CCN1CC2 (stereo not drawn)	-7	·	4	-5	-3.8	-0.2	-2.5	-1	-1.5
Nc1c2c(nc3ccccc13)CCCC2	-1	-1	3&1	-3&-3	0.9&-6.7	-0.2&-0.3	4.0&-0.3&1.9	-10&5	-3.8&0.8
Cc1ccc(C)c(-n2nnnc2SCC(=O)NCC2CCCO2)c1 (stereo not drawn)	·	-7	-1	3	1.2	0.2	1.5	-3	-0.3
CCCCOc1ccc(-c2ncc(Cl)cn2)cc1	-1	-19	-2	-1	0.3	-0.6	4.2	-2	-14
N#CCCn1cc(C=C(C#N)C#N)c(-c2ccc(-c3ccccc3)cc2)n1	-2	0	7	10	·	-0.8	-0.2	-2	-0.7
O=C(O)CCN1C(=O)c2ccc(NC(=O)c3cccs3)cc2C1=O	1	2	-7	-3	1.4	-0.7	-0.2	1	i
COc1cc2c(cc1OC)C(c1ccc3c(c1)Cc1ccccc1-3)OC(=O)C2 (stereo not drawn)	·	·	-1	41	0.8	-0.3	·	-12	0.3
Cc1cc2oc(=O)cc(CN3CCC(C)CC3)c2cc1C	1	-4	12	2	-1.1	-1.0	-0.3	5	0.6
CCCc1cc(=O)[nH]c(SCC(=O)c2c(N)n(CC(C)C)c(=O)n(C)c2=O)n1	·	-16	-3	2	0.8	-1.3	1.5	-3	-2.8
CC(Nc1nc(-c2cccc(Br)c2)cs1)c1nc2cc(Cl)c(N3CCCCC3)cc2n1CCOCCO (stereo not drawn)	4	14	5	-5	0.7	-0.6	2.1	-17	-0.4
COc1ccc(N(C(C)C(=O)N/N=C/c2ccc(OCC(C)C)cc2)S(C)(=O)=O)cc1 (stereo not drawn)	5	·	-3	31	·	0.6	0.9	2	-0.1
COc1ccc(S(=O)(=O)NC(CC(=O)N2CCC3(CC2)OCCO3)C(C)C)cc1 (stereo not drawn)	-3	-4	5	-2	-0.6	-0.4	-1.0	1	i
Cc1ccc(OCC(=O)Nc2ccon2)c([N+](=O)[O-])c1	0	-13	-7	8	-0.6	0.6	1.1	2	-0.8
CSc1nc(C)c2cc(C)oc2n1	-3	-8	-4	0	·	0.0	2.1	-1	i
COC(=O)c1ccc(NC(=O)Nc2ccc(F)c(Cl)c2)cc1	4	-8	8	5	·	9.1	0.7	-21	i
COc1ccc(-c2c[n+](CC(=O)c3cccs3)c3n2CCC3)cc1	1	-4	-6	-2	1.7	0.4	-0.8	10	-0.6

A second format for some results above.
SMILES,3CLpro inhibitor,PriA SSB inh,PrPC TRFRET,Yp Topo-I inh,TcdB GH inh,BoNT A protease,PfHsp40 yeast,Anthrax LF prot,BH1578 lux ind
CN(C)C(CNc1ccc(C(N)=O)cc1[N+](=O)[O-])c1ccccc1 (stereo not drawn),-9,2,-43,7,-0.5,1.0,-0.3,1,-0.4
CC(C)c1ccc(C(=O)NN2CCOCC2)cc1,0,-15,5,6,0.2,-1.2,0.6,2,-1.7
CCOc1ccc(NC(=O)CCC(=O)N/N=C/c2ccc3c(c2)OCO3)cc1,1,·,7,-6,0.9,-0.6,-0.7,-2,-0.1
Cc1cccc(NC(=O)CCN2CCCCC2)c1,-2,-5,5,-1,0.9,-3.2,-0.6,-13,-0.6
CN(C)c1ccc(P(=O)(Nc2ccc([N+](=O)[O-])cc2)N2CCOCC2)c(NC(=O)c2cccs2)c1 (stereo not drawn),-1,-8,0,3,1.4,1.5,-0.7,-1,-0.3
Cc1ccccc1NC(=O)CN1C(=O)N/C(=C\c2ccc(N3CCOCC3)c(F)c2)C1=O,1,-1,-9,1,0.0,-0.8,0.7,-8,i
CCCCN(CCCC)NC(=O)c1ccccc1,-1,-8,2,2,0.4,-2.7,0.5,4,-0.3
O=C(N/N=C/c1cc([N+](=O)[O-])ccc1O)c1cccc(N2CCCC2=O)c1,-3,·,-4,-4,0.6,2.6,0.5,-2,-0.2
COc1ccccc1CC1/C(=N/O)C2CCN1CC2 (stereo not drawn),-7,·,4,-5,-3.8,-0.2,-2.5,-1,-1.5
Nc1c2c(nc3ccccc13)CCCC2,-1,-1,3&1,-3&-3,0.9&-6.7,-0.2&-0.3,4.0&-0.3&1.9,-10&5,-3.8&0.8
Cc1ccc(C)c(-n2nnnc2SCC(=O)NCC2CCCO2)c1 (stereo not drawn),·,-7,-1,3,1.2,0.2,1.5,-3,-0.3
CCCCOc1ccc(-c2ncc(Cl)cn2)cc1,-1,-19,-2,-1,0.3,-0.6,4.2,-2,-14
N#CCCn1cc(C=C(C#N)C#N)c(-c2ccc(-c3ccccc3)cc2)n1,-2,0,7,10,·,-0.8,-0.2,-2,-0.7

Going on with the list.
SMILES	3CLpro inhibitor	PriA SSB inh	PrPC TRFRET	Yp Topo-I inh	TcdB GH inh	BoNT A protease	PfHsp40 yeast	Anthrax LF prot	BH1578 lux ind
O=C(NCC1CCCO1)C1CCCN(c2ncccn2)C1 (stereo not drawn)	1	1	-6	7	·	0.7	3.3	-2	-2.0
COc1ccc(-c2nnn(CC(=O)N(CCN3CCOCC3)C(C(=O)NC3CCCC3)c3ccco3)n2)cc1 (stereo not drawn)	0	-1	0	29	-0.1	0.1	-1.2	0	-0.7
COc1cc(OC)cc(-n2nc(C(=O)N3CC(C)CC(C)C3)c3ccccc3c2=O)c1 (stereo not drawn)	9	-13	-3	19	·	0.8	0.4	1	i
COCC(=O)Nc1nnc(SCC(=O)N2CCCCC2)s1	-1	-7	4	0	0.1	-1.0	0.0	1	-0.2
CC(C)[C@H](CO)N(Cc1cccc(F)c1)c1nc(Nc2cccc(Cl)c2)c2ncn(C(C)C)c2n1	·	9	13	5	-0.8	-0.9	-0.4	-9	-0.9
COc1ccccc1S(=O)(=O)Cc1ccc(C(=O)NCCN2CCCCCC2)o1	11	10	1	-3	-0.5	0.9	-0.3	0	-0.2

Bioassay records as filed in PubChem.
